JMJD2A Tudor inh: qHTS Assay for Inhibitors of JMJD2A-Tudor Domain. Lysine-specific demethylase 4A (Homo sapiens), O75164. AID 504339, 2011. Potency, µM (highest dose often 114 µM), inactives show at the highest dose activity change, negative = inhibition, usual class: inhibitors. hit rate 4.4% among 390,000. AlphaScreen JMJD2A-Tudor / H3K4me3 peptide binding; also: potency is read from the fitted curve at half-maximal effect; % is scaled to controls: 0 for no effect and ±100 for the full control effect; nearly all actives have a fitted effect of over 50% in size
G9a inh: qHTS Assay for Inhibitors of Histone Lysine Methyltransferase G9a | Histone-lysine N-methyltransferase EHMT2 (Homo sapiens), Q96KQ7 | G9a H3K9 monomethylation, AlphaScreen, 2 h | Potency, µM (doses to about 102 µM), for the others: at the top dose activity, negative = inhibition, usual class: inhibitors | hit rate 8.8% among 350,000 | AID 504332, 2011; also: potency is read from the fitted curve at half-maximal effect; % is scaled to controls: 0 for no effect and ±100 for the full control effect; nearly all actives have a fitted effect of over 75% in size
Target sequence (Q96KQ7 913-1193 limits assumed): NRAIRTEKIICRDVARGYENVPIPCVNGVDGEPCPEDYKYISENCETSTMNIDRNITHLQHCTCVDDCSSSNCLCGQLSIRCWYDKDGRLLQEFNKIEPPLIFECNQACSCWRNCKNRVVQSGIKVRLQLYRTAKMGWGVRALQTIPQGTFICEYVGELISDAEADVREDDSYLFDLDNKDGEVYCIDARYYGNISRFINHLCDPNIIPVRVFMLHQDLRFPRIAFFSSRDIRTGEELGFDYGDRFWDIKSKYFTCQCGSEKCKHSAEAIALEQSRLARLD
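Step 1: enzyme (final 20 nM) with compound, 15 min RT. Step 2: substrate peptide 500 nM and SAM 20 uM, 2 h RT. Step 3: anti-H3K9me1 antibody and AlphaScreen beads, 10 min, then plate read.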
HP1b chromo inh: HTS for Inhibitors of HP1-beta Chromodomain Interactions with Methylated Histone Tails. AlphaScreen HP1-beta / biotin-H3K9me3 peptide binding. hit rate 0.56% among 390,000. Potency, µM (doses to about 114 µM), for inactives: top-dose activity change, negative = inhibition, hits mostly inhibitors; also: potency is read from the fitted curve at half-maximal effect; nearly all actives have a fitted effect of over 70% in size; inactives centre near 23
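HP1-beta protein (50 nM final) preincubated 30 min at room temperature with biotinylated H3(1-18)K9me3 peptide (50 nM) in PBS pH 7.4, 0.01% Tween-20, then compound added for 30 min. AlphaScreen streptavidin donor/nickel chelate acceptor beads (10 ug/mL final), 30 min dark, luminescence read.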
Pin1 inh: qHTS Assay to Find Inhibitors of Pin1; Peptidyl-prolyl cis-trans isomerase NIMA-interacting 1 (Homo sapiens), Q13526; Pin1 FP peptide displacement, HiFluor488, 10 min; Potency, µM (series often up to 115 µM), inactives show at the highest dose activity, negative = inhibition, hits mostly inhibitors; hit rate 0.009% among 390,000; active = well fitted inhibition curve with a large enough effect in the polarisation, with a control signal flat, not every such curve was filed as active; inconclusive = small, poorly fitted or top-dose-only effect, or effect the other way, or a change in a side signal; inactive = no such curve, though single readings can be large or run the other way; the % refers to the polarisation; also: potency is read from the fitted curve at half-maximal effect; % is scaled to controls: 0 for no effect and ±100 for the full control effect
Target sequence (Q13526 whole entry, looked up): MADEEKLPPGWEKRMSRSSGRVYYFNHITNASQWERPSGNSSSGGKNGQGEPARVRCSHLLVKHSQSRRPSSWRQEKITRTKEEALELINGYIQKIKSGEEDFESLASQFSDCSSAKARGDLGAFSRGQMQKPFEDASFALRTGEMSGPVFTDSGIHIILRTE
Tb PGK inh: qHTS Assay to Find Inhibitors of Phosphoglycerate Kinase; PGK/GAPDH coupled, Kinase-Glo luminescence, 60 min; hit rate 0.043% among 380,000; Phosphoglycerate kinase, glycosomal (Trypanosoma brucei brucei), P07378; Potency, µM (top dose mostly 57.5 µM), for the others: top-dose activity change, negative = inhibition, usual class: inhibitors; also: potency is read from the fitted curve at half-maximal effect; % is scaled to controls: 0 for no effect and ±100 for the full control effect; nearly all actives have a fitted effect of over 60% in size
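Recombinant glycosomal PGK reaction used 1,3-bisphosphoglycerate generated in-well by GAPDH (100nM final) in 100mM TEA pH 7.6, 5mM MgCl2, 0.01% Tween-20. After 60 minutes at room temperature, ATP was read by Kinase-Glo Plus luminescence end-point.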
ERG-DNA inh: qHTS for Small Molecule Inhibitors of the ERG Ets/DNA interaction | fluorescence polarization, His-ERG Ets domain / labelled DNA | Potency, µM (highest dose often 76.9 µM), without a hit: at the highest dose FP activity, negative = inhibition, hits mostly inhibitors | hit rate 0.028% among 370,000 | AID 624246, 2012; active = well fitted inhibition curve with a large enough effect in the polarisation, with a control signal flat; inconclusive = small, poorly fitted or top-dose-only effect, or effect the other way, or a change in a side signal; inactive = no such curve, though single readings can be large or run the other way; the % refers to the polarisation;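 also: polarization taken with two DNA probes labelled with fluorescein and Texas red; potency is read from the fitted curve at half-maximal effect; % of control where 0% means no effect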
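His-tagged ERG Ets domain (1 uM in the protein solution; 300mM KCl, 50mM Tris-HCl, 1mM EDTA, 1mM DTT, pH 7.5) received compound, then a probe mix of 5 nM fluorescein-DNA and 100nM Texas-615-DNA. Fluorescence polarization was read for both dyes.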
PI4K2A inh: qHTS for small molecular inhibitors of PI4K2A. Phosphatidylinositol 4-kinase type 2-alpha (Homo sapiens), Q9BTU6. purified PI4K2A, ADP-Glo luminescence, 1 h; active compounds read low. activity change, negative = inhibition, % at 76.9 µM. hit rate 0.13% among 420,000; in the data active = activity change below about -50%; inconclusive = mostly about -30% to -49%;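 also: -100% = wells without enzyme as full effect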
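PI4K2A activity was measured by ADP-Glo luminescence: enzyme (4 ug/mL stock) and phosphatidylinositol (1.2 mM stock) in Tris pH 7.5/MgCl2/EGTA/Triton X-100 buffer were reacted with ATP (300 microM stock) for one hour at ambient temperature.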
BAZ2B inh: qHTS Assay for Inhibitors of BAZ2B; Bromodomain adjacent to zinc finger domain protein 2B (Homo sapiens), Q9UIF8; AlphaScreen BAZ2B-H3K14Ac peptide displacement; Potency, µM (highest dose often 114 µM), for inactives: at the top dose activity change, negative = inhibition, hits mostly inhibitors; hit rate 4.4% among 360,000; AID 504333, 2011; also: potency is read from the fitted curve at half-maximal effect; % is scaled to controls: 0 for no effect and ±100 for the full control effect; nearly all actives have a fitted effect of over 60% in size
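AlphaScreen luminescence quantifies BAZ2B engagement of H3K14Ac peptide; the protein and biotinylated peptide are both at 50 nM final, buffer PBS pH 7.4 with 0.01% Tween-20, all steps at room temperature.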
GLS inhibitor: qHTS for Inhibitors of Glutaminase (GLS); Glutaminase kidney isoform, mitochondrial (Homo sapiens), O94925; GLS enzymatic activity, qHTS titration; Potency, µM (top dose mostly 45.5 µM), inactives show at the top dose activity change, negative = inhibition, usual class: inhibitors; hit rate 0.21% among 410,000; AID 624170, 2012; also: potency is read from the fitted curve at half-maximal effect; % is scaled to controls: 0 for no effect and ±100 for the full control effect
Target sequence (O94925 whole entry, looked up, canonical isoform): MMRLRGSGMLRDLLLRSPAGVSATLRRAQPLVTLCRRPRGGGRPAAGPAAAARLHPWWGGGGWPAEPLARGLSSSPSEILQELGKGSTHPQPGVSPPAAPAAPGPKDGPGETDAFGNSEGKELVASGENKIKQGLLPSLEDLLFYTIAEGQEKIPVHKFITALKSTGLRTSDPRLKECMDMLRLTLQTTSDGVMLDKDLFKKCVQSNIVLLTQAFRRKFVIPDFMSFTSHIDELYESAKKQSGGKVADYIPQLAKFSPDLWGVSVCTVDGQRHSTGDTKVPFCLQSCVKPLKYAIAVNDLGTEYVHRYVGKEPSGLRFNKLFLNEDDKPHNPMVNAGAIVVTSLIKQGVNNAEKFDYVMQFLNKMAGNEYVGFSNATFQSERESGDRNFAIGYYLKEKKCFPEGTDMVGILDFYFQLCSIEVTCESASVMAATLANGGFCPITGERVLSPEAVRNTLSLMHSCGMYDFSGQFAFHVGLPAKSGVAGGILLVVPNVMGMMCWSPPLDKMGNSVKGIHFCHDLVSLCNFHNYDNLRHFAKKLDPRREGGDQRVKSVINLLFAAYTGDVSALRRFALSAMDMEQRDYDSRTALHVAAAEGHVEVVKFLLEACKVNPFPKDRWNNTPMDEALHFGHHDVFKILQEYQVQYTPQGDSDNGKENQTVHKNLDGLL
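Enzyme dispensed in phosphate buffer (45 mM, pH 8.2, 0.02% Tween-20), compounds pinned in, then 1 mM L-glutamine solution and the glutamate oxidase–HRP–Amplex Red mix added; fluorescence read immediately and again after 30 min at room temperature.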
Numbers without * were called inactive; i = inactive; ? = inconclusive; nt = not tested or not shown; & = joins results of further samples; ! = not confirmed by another sample; [ ] = remark or other dose. Unless noted, calls follow the shape of the dose curve; as a rule, active = well fitted curve in the direction sought with a large enough effect; inconclusive = small, poorly fitted or top-dose-only effect, or another doubt; inactive = no such curve, though single readings can be large; an effect the other way counts as inactive or inconclusive. Hits appear at their usual frequency; any-hit rate near 11%.

SMILES	JMJD2A Tudor inh	G9a inh	HP1b chromo inh	Pin1 inh	Tb PGK inh	ERG-DNA inh	PI4K2A inh	BAZ2B inh	GLS inhibitor
Cc1c(C=O)c2ccccc2n1CCOc1ccccc1	-5%	45%	41%[activator]	-8%	8%	1%	0	6%	6%
COC(=O)CNC(=O)c1cccc(-c2ccc(OC)cc2)c1	-4%	6%	17%[57 µM]	-4%	-6%	-4%	-9	-1%	-4%
O=C(Cn1cnc2ccccc2c1=O)OCC(=O)c1ccc2c(c1)OCCO2	?	20%[59 µM]	-9%	10%	-13%	13%	-1	7%	-7%
O=C(CSC1=NS(=O)(=O)c2cc(F)ccc2N1)NCc1ccccc1	-5%	-4%	14%	0%	3%	8%	-4	5%	8%
CCc1ccc(N(C(=O)C(F)(F)F)C(C(=O)NC2CCCCC2)c2ccncc2)cc1 (stereo unspecified)	-19%	23%[59 µM]	28%	-8%	-7%	nt	2	-2%	20%
CC(C)(C)NC(=O)c1ccc(Cn2cc(C(F)(F)F)ccc2=O)cc1	6%	-31%	30%	-7%	-8%	-8%	-2	-15%	?
OC1CCCN(CC(O)COC(c2ccc(F)cc2)c2ccc(F)cc2)C1 (stereo unspecified)	10µM*	45µM*	-12%	0%	1%	16%	-1	50µM*	-4%
c1ccc(C2=NN(c3ccccc3)C(c3ccco3)C2)cc1 (stereo unspecified)	290%[activator]	435%[activator]	481%[activator]	-3%	-11%	-1%	0	200%[activator]	-10%
CCOc1ccccc1NC(=O)CN1C(=O)COc2ccc(S(=O)(=O)N3CCOCC3)cc21	16µM*!	2%[59 µM]	9%&15%	7%&-2%	2%&-2%	12%&-1%	4&2	-8%&-9%	?
CCc1ccccc1NC(=O)Nc1cccn(Cc2ccccc2F)c1=O	-36%	10%	-13%	1%	-9%	-4%	4	-15%	-3%
O=c1[nH]c(=O)n(Cc2ccccc2)c2c1CCC2	-6%	-23%	25%	-4%	nt	nt	4	-1%	-8%
COC(=O)c1ccc(OCC(O)CN(CCO)CCO)cc1 (stereo unspecified)	16%	?	28%	-5%	2%	-18%	-1	4%	18%
CCOC(=O)C1CCN(C(=O)COC(=O)CNC(=O)c2ccc(C(C)(C)C)cc2)CC1	-10%	nt	6%	-3%	-10%	4%	0	nt	2%
NC(=O)COc1ccc(/C=C2\C(=O)ON=C2c2ccccc2)cc1	-2%	16%[12.7 µM]	13%	-12%	-9%	-7%[15.4 µM]	3	-18%	-1%
Cc1nn(C)cc1CNC(=O)Nc1ccc(Cl)cc1	-11%[57.1 µM]	7%[59 µM]	75%[activator]	-15%	3%	-19%	-1	8%	-1%
CCN(CC)C(=O)Cn1c(=O)n(-c2ccccc2)c(=O)c2c3c(sc21)CCC3	-16%&-14%	2%&-26%[59 µM]	14%&23%	-4%&0%	14%	6%&1%	-2&3	2%&3%	3%&0%
COC(=O)Nc1ccc2ccc3c(NC(=O)OC)ccc4ccc1c2c43	5%	nt	33%	27%	-3%	-3%	10	nt	-2%
O=C(CSc1nnnn1C1CCCCC1)Nc1cccc(NC(=O)c2ccco2)c1	?	24%[59 µM]	-21%	-8%	-1%	5%	-7	1%	?
COc1ccc(N/C=C/C(=O)c2cc(OC)c(OC)c(OC)c2)cc1	-12%	7%[0.501 µM]	35%	-2%	3%	4%	-1	-29%	16%
NC(=O)c1ccc(NC(=O)CCN2C(=O)c3ccccc3C2=O)cc1	-5%	11%	15%	-1%	6%	2%	7	-1%	0%
CCn1c(SCC(=O)c2[nH]c(C)c(C(C)=O)c2C)nnc1-c1cccs1	-12%	8%[0.0925 µM]	32%	5%	-8%	-4%	3	1%	-8%
CCOc1ccc(-n2c(=S)sc3c(=O)[nH]c(SCC(=O)NC(C)CC)nc32)cc1 (stereo unspecified)	-15%	-69%	18%	-5%	1%	nt	-3	-3%	9%
O=C(NN1CCOCC1)c1ccccc1	-5%	40%[activator]	23%	-1%	2%	-5%	0	-15%	10%
O=C(NCc1ccccc1)c1cc(-c2ccncc2)nc2ccccc12	-14%	1%	-1%	-2%	7%	3%	-2	-1%	6%
O=C(O)/C=C\C(=O)Nc1ccccc1C(=O)NCc1ccccc1	-8%	?	61%[activator]	-9%	-4%	6%	-6	-4%	20%
CC[C@]12c3[nH]c4cc(CCC(=O)N(C)C)ccc4c3CCN1C(=O)[C@@H](CC(=O)NCc1ccc(OC)c(OC)c1)C[C@@H]2C(=O)N1CCN(C(=O)C2CC2)CC1	4%	nt	64%[activator]	0%	-6%	12%	-3	nt	2%
O=C(c1ccc(CSc2ccc(Cl)cc2)cc1)N1CCCC1	-6%	0%	46%[activator]	-4%	nt	3%	-1	4%	-1%
O=C(NN=C1c2ccccc2-c2ccccc21)c1ccccn1	?	4%	11%	28%	i	0%	17	50µM*	3%
COc1ccc(NC(=O)CN(C)S(=O)(=O)c2ccc3c(c2)CC(C)N3C(C)=O)c(OC)c1 (stereo unspecified)	-23%	-5%	29%	-5%	-3%	0%	6	-20%	2%
Cn1c(=O)[nH]c(=O)c2c1nc(OC(=O)c1ccccc1)n2CC(O)COc1ccccc1 (stereo unspecified)	-7%	?	27%	-11%	-5%	12%	-4	?	10%
COc1ccc(-c2nn(-c3ccccc3)cc2C2CC(c3cccs3)=NN2C(=O)CCC(=O)O)cc1 (stereo unspecified)	-7%	nt	23%	0%	i	6%	9	-14%	2%
CCOC(=O)CSc1nc(N)nc(C)c1Cl	?	nt	15%	-2%	2%	10%	3	-6%	2%
COc1ccc(N(CCC#N)S(=O)(=O)c2ccc(Cl)cc2)cc1	-9%	-8%[59 µM]	12%	5%	-9%	6%	12	5%	-15%
Cc1ccc(N(C(=O)c2ccncc2)C2C=CS(=O)(=O)C2)cc1 (stereo unspecified)	-34%	-12%	-3%	-5%	4%	1%	5	4%	-1%
COc1ccc(OC)c2c1sc(=NC(=O)C(C)C)n2C	-11%	19%	19%	-1%	-1%	1%	-3	-3%	-1%
CN1C(=O)C(C)(C)c2cc(S(=O)(=O)NCC3CCC(C(=O)NCc4ccccc4)CC3)ccc21 (stereo unspecified)	-19%	?	0%	-1%	-2%	15%	-2	-29%	-12%
O=C(O)/C=C/C(=O)NC1CC1	-9%	0%	72%[activator]	?	-8%	-2%	0	8%	-14%
O=C(NC(=S)NNC(=O)c1ccccc1O)c1cccs1	45µM*	-16%	-27%	?	-1%	12%	-4	?	-29%
Cc1ccc(C(=O)N/C(=C\c2cn(C)c3ccccc23)C(=O)NCCCN2CCOCC2)cc1	-12%	-12%[0.0925 µM]	16%	3%	-5%	1%	4	-7%	11%
CCCN(CC(=O)Nc1ccccc1C)C(=O)c1ccc(S(=O)(=O)N2CCC(C)CC2)cc1	-11%	-34%	12%	-2%	i	15%	-6	-22%	-10%
Cc1ccc(NC(=O)CN(C)C(=O)COC(=O)c2nc3nccc(C)n3n2)cc1	-13%	16%[12.7 µM]	12%	2%	2%	-4%	-5	12%	17%
Cc1ccccc1NC(=O)CCN1CCCC1	-8%	16%[0.501 µM]	28%	1%	i	6%	-7	-2%	5%
Cc1ccc(CNC(=O)c2ccc(Cl)c(S(=O)(=O)N3CCCCC3)c2)cc1	-11%	-5%[12.7 µM]	47%[activator]	0%	-8%	-8%	-1	0%	4%
CCCn1c(=O)sc2cc(NC(=O)c3ccccc3OCC)ccc21	0%	4%[59 µM]	23%	11%	9%	10%	-8	3%	-6%
CCn1c(N2CCN(C(=S)NC)CC2)nc2ccccc21	-12%	-4%[12.7 µM]	6%	-1%	-2%	nt	-3	-34%	13%
CC1=CC(C)(C)NC(=S)N1c1cccc(C)c1	-13%&-13%	28%[12.7 µM]	13%[57 µM]	2%&1%	i	-4%	6&-1	0%	-5%&3%
CCOC(=O)c1c(NC(=O)c2ccccc2C)sc2c1CC(C)(C)OC2	60%[activator]	?	45%	-5%	3%	-3%	8	53%[activator]	-6%
CC(C)CC(=O)N(Cc1ccccc1)S(=O)(=O)c1ccc2c(c1)oc(=O)n2C	-2%	14%[59 µM]	77%[activator]	?	nt	2%	-7	23%	-1%
CC(c1ccccc1)N1CCn2c(nc3cc(NC(=O)NC4CCCCC4)ccc32)C1 (stereo unspecified)	-24%	35µM*	7%	4%	-4%	13%	3	10%	2%
Cn1cccc1Cc1nnc(SCC(=O)Nc2cccc(F)c2)n1-c1ccc(F)cc1	-34%	?	13%	7%	-8%	-14%	0	?	2%
Cc1ccc2nc(C)cc(NCCO)c2c1	3%	-5%[12.7 µM]	16%	-3%	1%	2%	7	5%	2%
CC1CC1C(=O)OCC(=O)NCc1ccccc1Cl (stereo unspecified)	-1%	?	22%	-1%	-3%	-7%	1	-4%	6%
